Screens: PubChem, several laboratories
GlmU inhibition: inhibition of mycobacterial GlmU enzyme – biochemical, glucosamine-1-phosphate acetyltransferase (AID 1376); M. tuberculosis GlmU acetyltransferase enzyme assay; higher % means a stronger effect; inhibition, %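 (tested at 30 µM in the primary screen)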, or IC50 in µM where a hit was titrated; 220,000 tested, 0.25% active; in the data active means inhibition above about 13%; inconclusive means no clear call, values can overlap the other calls;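 further: 0% = complete reaction with vehicle and 100% = reaction without substrate; strong numbers were not always called active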
Mtb RmlCD inh: blocks M. tuberculosis RmlC and RmlD coupled enzymes; RmlC+RmlD coupled enzyme assay, percent inhibition; primary screen in compound mixtures; inhibition, % at 3.6 µM; 160,000 tested, 0.03% active; AID 1533; in the data active means inhibition mostly above about 34%, no sharp cut-off; inconclusive means no clear call, values can overlap the other calls; inactive means mostly below about 22%; further: some results filed as inactive read as strong as hits
Target sequence (P9WH09 whole entry, looked up): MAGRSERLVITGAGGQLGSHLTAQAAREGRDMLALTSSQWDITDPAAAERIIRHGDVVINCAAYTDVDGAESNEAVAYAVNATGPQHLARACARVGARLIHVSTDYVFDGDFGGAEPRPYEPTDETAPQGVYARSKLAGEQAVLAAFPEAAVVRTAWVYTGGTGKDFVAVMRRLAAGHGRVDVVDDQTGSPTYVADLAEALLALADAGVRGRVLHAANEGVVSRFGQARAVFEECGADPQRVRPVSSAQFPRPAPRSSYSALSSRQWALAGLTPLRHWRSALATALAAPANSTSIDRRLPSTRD
Target sequence (P9WH11 whole entry, looked up): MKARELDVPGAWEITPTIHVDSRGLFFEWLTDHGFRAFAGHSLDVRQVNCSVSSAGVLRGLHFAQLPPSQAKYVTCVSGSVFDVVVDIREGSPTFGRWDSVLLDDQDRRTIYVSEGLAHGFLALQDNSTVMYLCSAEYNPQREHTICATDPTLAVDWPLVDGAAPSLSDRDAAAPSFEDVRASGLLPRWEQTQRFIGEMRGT
The depositor's hits bear a star; u = inconclusive; x = no result given. The list is partial (hit frequency here may not be typical).

SMILES	GlmU inhibition	Mtb RmlCD inh
COc1ccc(C(=O)c2ncc(C(F)(F)F)cc2Cl)cc1	-2.9%	x
Cc1nnc(NC(=O)NC(C)N2C(=O)C3C4C=CC(C4)C3C2=O)s1 (configuration not stated)	0.4%	5.8
CCCCn1c(N)c(NCc2ccccc2OC)c(=O)[nH]c1=O	1.8%	-1.6
CC(C)CC(=O)Nc1sc2c(c1C(=O)O)CCCCC2	0.4%	1.8
O=C(O)CSc1ccc(NC(=O)Nc2ccccc2F)cc1	1.5%	x
Cc1nc2ccccc2c(=O)n1NS(C)(=O)=O	1.9%	-3.7
O=C(COc1ccc(Cl)cc1)Nc1ncccn1	-1.3%	0.3
O=C(CN1C(=O)NC2(CCCCC2)C1=O)NCCC1=CCCCC1	0.4%	2.9
O=C(C[n+]1cccc(NC(=O)c2ccccc2)c1)c1cccc([N+](=O)[O-])c1	-13.2%	3.4
CCOC(=O)Cc1c(C)nc(-c2ccccc2)[nH]c1=O	3.3%	6.3
CCC(=Nc1ccc2c(c1)CCC2)c1c(O)n(C)c(=O)n(C)c1=O	-0.3%	x
N#C/C(C(=O)N1CCOCC1)=c1/s/c(=C\c2ccccn2)c(=O)n1-c1ccccc1	0.3%	2.8
O=C(NC1CC2CCCC(C1)N2Cc1cccs1)N1CCOCC1 (configuration not stated)	5.7%	x
CN1CCc2nc(SCc3ccc(Cl)cc3)c(C#N)c(-c3cccs3)c2C1	-3.6%	x
CCc1nc2ccccc2c(C(=O)NCc2ccc(OC)cc2)c1C	3.2%	-0.3
C/C(=N\NC(=O)c1ccccn1)C12CC3CC(CC(C3)C1)C2	4.6%	-3.5
C=CCNC(=O)COC(=O)COc1ccc(Cl)cc1	4.5%	5.2
COc1ccc(C(=O)NC(=S)Nc2cccc(Cl)c2N2CCOCC2)cc1[N+](=O)[O-]	-2.3%	x
CCOC(=O)N/N=C\c1ccc(OC(=O)c2ccc3c(c2)OCO3)cc1	3.3%	8.8
Cc1ccc(NNC(=O)Nc2ccc(Cl)cc2)nn1	0.4%	51.5
CC(=O)c1cc2c(cc1NS(=O)(=O)c1ccc(C)cc1)OCO2	-5.2%	x
OCC[C@@H]1C[C@H](O)[C@@H](O)[C@@]2(CCCO2)O1	-2.5%	x
COc1ccc(C(=O)NC2CCSC2=O)cc1 (configuration not stated)	-0.4%	x
CN1N=C(C(=O)N2CCc3c([nH]c4ccccc34)C2c2ccccc2Cl)CCC1=O (configuration not stated)	1.6%	-8.9
Cc1cc(C)c2nc(N3CCCC(C(=O)NCCN4CCOCC4)C3)sc2c1 (configuration not stated)	1.6%	x
CNC(=O)c1c(NC(NC(=O)c2ccco2)C(=O)c2ccc(Cl)cc2)sc2c1CCCC2 (configuration not stated)	2.6%	7.7
O=C(O)CSc1nc2ccccc2o1	0.2%	-4.7
O=C(Cn1nnc(-c2ccccc2Cl)n1)NCc1ccc2c(c1)OCO2	0.6%	x
Cc1cc(=O)n2nc(N3CCC(C(=O)N4CCN(C)CC4)CC3)sc2n1	-2.0%	-9.4
CCC(=O)Nc1ccc(-c2csc(C)n2)cc1	2.8%	9.1
CN(C)CC#CCn1c2ccccc2c2ccccc21	-0.1%	3.1
Cc1cc(C)n(-c2nc3nonc3nc2-n2nc(C)cc2C)n1	-3.2%	3.5
COc1ccc(S(=O)(=O)Nc2ccccc2C(=O)NC(C)C)cc1OC	3.3%	5.8
COc1ccc(N2CCN(c3ccc(NC(=O)C4CCCCC4)cc3C#N)CC2)cc1	-0.2%	1.7
CCN(C(=O)c1cc2cc(OC)ccc2oc1=O)c1ccccc1	3.6%	49.3
COc1ccc(CCNC(=O)CSCc2c(F)cccc2Cl)cc1OC	-5.4%	-4.0
CCOC(=O)C(C)Oc1cccc2c(=O)n(CC(=O)N3CCN(C(=O)OCC)CC3)ccc12 (configuration not stated)	3.3%	x
CCOC(=O)C1(CCCc2ccccc2)CCN(Cc2nccn2CC)CC1	-12.7%	x
CCOc1ccccc1C(=O)NC1CC2CCCC(C1)N2Cc1ccccc1 (configuration not stated)	-5.9%	x
COc1ccc2[nH]cc(C3=CCNCC3)c2c1	1.7%	x
Cc1nc(NC(=S)NC(=O)c2ccccc2)sc1C	x	-10.4
O=C(N/C=C/c1ccco1)Nc1cccc(Cl)c1	-5.2%	-15.9
Clc1ccc(N/N=C/c2cccnc2)cc1	4.2%	-8.7
O=C(O)CCCCCNS(=O)(=O)/C=C/c1ccccc1	-3.2%	-4.2
CCc1cc2ccccc2nc1Cl	-0.7%	6.3
CCOC(=O)c1cnc(Nc2nc3ccccc3o2)nc1CSc1nnc(C)s1	2.2%	x
Cc1cc(NC(=O)CN2C(=O)/C(=C/c3cccc(Br)c3)SC2=S)no1	3.3%	6.7
CC12CN3CC(C)(CN(C1)C3c1ccc(Br)cc1O)C2 (configuration not stated)	2.5%	x
O=P(COCCOCP(=O)(c1ccccc1)c1ccccc1)(c1ccccc1)c1ccccc1	1.2%	x
CC(C)c1ccc(-c2nc(N3CCOCC3)[nH]c(=O)c2C#N)cc1	0.6%	9.6
Cn1c(=NC(=O)c2cccc([N+](=O)[O-])c2)sc2ccccc21	12.5%	-11.7
Cc1cccc(NC(=O)CN2NS(=O)(=O)c3ccccc3C2=O)c1	6.3%	-12.9
CCC1C(=NO)C(CC)C(c2ccccc2)NC1c1ccccc1 (configuration not stated)	-1.5%	x
Cn1cccc1Cc1nnc(SCC(=O)Nc2ccc3c(c2)OCO3)n1-c1ccc(F)cc1	-2.9%	-6.4
Cc1ccc(-n2nnnc2SCC(=O)NNC(=O)c2ccc([N+](=O)[O-])cc2)cc1	-4.9%	x
COc1ccc(N(CC(=O)N2CCCCC2)S(=O)(=O)c2ccccc2)c(OC)c1	1.7%	x
COc1ccc(C(O)c2ccccc2OP(=O)(N(C)C)N(C)C)cc1 (configuration not stated)	1.4%	0.2
CC(C)(C)CC(=O)Nc1ccc(S(=O)(=O)N2CCCC2)cc1	0.2%	-9.1
COc1cccc(C(=O)Nc2ccccc2F)c1	-0.5%	5.4
COC(=O)C1=C(N)Oc2cc(C)[nH]c(=O)c2C1c1ccncc1 (configuration not stated)	1.1%	x

Single values from the entries so far.
`CC(C)(C)CC(=O)Nc1ccc(S(=O)(=O)N2CCCC2)cc1` in Mtb RmlCD inh → -9.1
`Cn1cccc1Cc1nnc(SCC(=O)Nc2ccc3c(c2)OCO3)n1-c1ccc(F)cc1` in Mtb RmlCD inh → -6.4

Other entries follow:
SMILES	GlmU inhibition	Mtb RmlCD inh
CCOC(=O)c1ccccc1NC(=O)CC(C)CC(=O)O (configuration not stated)	5.8%	x
COCCNC(=O)/C(C#N)=C/c1cn(CC(=O)NCc2ccco2)c2ccccc12	-4.2%	-5.5
Cc1ccc(NC(=O)c2cc3c(s2)CCC3)cc1S(=O)(=O)N1CCOCC1	-2.9%	6.7
CCN(CC)c1ccc(/C=N/n2c(C)cc(C)cc2=O)cc1	2.7%	-5.8
CC1(c2nnc(Cc3ccccc3)o2)CC(c2cccnc2)=NO1 (configuration not stated)	-3.2%	x
CCCCOC(=O)N1CCOCCOCCN(C(=O)OCCCC)CCOCCOCC1	-0.6%	10.8
c1ccc(-c2cnnc(SCc3cn4cccnc4n3)n2)cc1	9.4%	2.9
c1cncc(CSc2nnc(-c3cccnc3)n2Cc2ccco2)c1	1.2%	1.1
Cc1cccc(NC(=O)COc2cccc3c2CCN(C)C3=O)c1C	-2.9%	x
COC(=O)C1=C(C)N(C)C(=O)NC1c1cc(Cl)cc(Cl)c1OC (configuration not stated)	0.9%	-5.5
COc1cc2c(cc1OC)CN(C(=S)Nc1ccccc1Cl)CC2	4.9%	3.3
CC(C)OCCCNC(=O)Nc1cccc2ccccc12	6.2%	10.5
O=C(N/C(=C/c1cccc([N+](=O)[O-])c1)C(=O)N1CCCCCC1)c1cccs1	-3.8%	-7.4
N#CCC(=O)N/N=C/c1ccccc1Cl	1.8%	x
COc1ccc(-c2oc3ccc(N4CCOCC4)cc3c2C#CC2(O)CCCCC2)cc1	6.7%	x

Single records, from the list above. Screens in order: GlmU inhibition, Mtb RmlCD inh
COc1ccc(CCNC(=O)CSCc2c(F)cccc2Cl)cc1OC across the screens: -5.4%, -4.0
CCC1C(=NO)C(CC)C(c2ccccc2)NC1c1ccccc1 (configuration not stated) across the screens: -1.5%, x
CCOC(=O)C(C)Oc1cccc2c(=O)n(CC(=O)N3CCN(C(=O)OCC)CC3)ccc12 (configuration not stated) across the screens: 3.3%, x
Cc1ccc(NNC(=O)Nc2ccc(Cl)cc2)nn1 across the screens: 0.4%, 51.5

Ordered by heavy-atom count (smallest number first): three of the compounds above.
SMILES	GlmU inhibition	Mtb RmlCD inh
N#CCC(=O)N/N=C/c1ccccc1Cl	1.8%	x
CCN(CC)c1ccc(/C=N/n2c(C)cc(C)cc2=O)cc1	2.7%	-5.8
c1ccc(-c2cnnc(SCc3cn4cccnc4n3)n2)cc1	9.4%	2.9

(listing goes on)
SMILES	GlmU inhibition	Mtb RmlCD inh
CCc1nnc(NC(=O)CSc2nnc(Cc3ccc(OC)cc3)o2)s1	1.6%	x
C[C@]12CC[C@@H]3c4ccc(O)cc4C(=O)C[C@H]3[C@@H]1CC[C@@H]2O	x	-7.0
O=C(Nc1nccs1)c1ccc2c(=O)n3c(nc2c1)CCCCC3	-4.7%	12.8
Cn1c(SCC(=O)N2CCOCC2)nnc1-c1cccc(NC(=O)c2ccccc2)c1	-0.4%	-6.6
CCn1c(SCC(=O)N/N=C/c2ccc(C)s2)nc2ccccc21	-5.2%	-7.7
Cc1ccc(C(=O)N/C(=C/c2ccco2)C(=O)OCN2C(=O)c3ccccc3C2=O)cc1	3.8%	1.0
CC(C)(C)C(=O)Nc1cccc(-c2nc3ccccc3c(=O)o2)c1	4.1%	x
Cc1ccc(Cn2cc(S(=O)(=O)c3ccc(C(C)C)cc3)c(=O)c3cc4c(cc32)OCO4)cc1	-0.5%	-7.1
NCCCC[C@H]1CN=C(N)N1CCCCC1CCCCC1	-11.2%	x
CCOc1ccc(S(=O)(=O)Nc2cc(C)ccn2)c2ccccc12	16.5%	-3.9
Cc1ccccc1OCCOc1cccc(/C=N/NC(=O)Cc2nnc(N)s2)c1	-0.6%	x
COc1ccc(C2CC(c3ccccc3)=NN2C(=O)COC(=O)c2cc(S(=O)(=O)N3CCOCC3)ccc2F)cc1 (configuration not stated)	-3.3%	9.6
Cc1ccc(CNS(=O)(=O)c2ccc3c(c2)OCCO3)cc1	-5.8%	5.1
CCn1c(=O)c([N+](=O)[O-])c(NCCCn2ccnc2)c2ccccc21	3.1%	10.1
c1ccc(-c2cc3c(-n4cccc4)ncnc3o2)cc1	x	23.1
CC1SCC(NC(=O)c2ccc(Cl)cc2)CS1 (configuration not stated)	0.5%	3.4
O=S(=O)(Nc1ccccn1)c1cccc(S(=O)(=O)c2ccc(Br)cc2)c1	8.8%	-8.8
Cc1ccc(/C=C/C(=O)NCCc2c[nH]c3ccccc23)o1	2.3%	20.7
O=C(COc1ccc(Cl)cc1Cl)NCCSc1ccc(Cl)cc1	-2.3%	-1.4
COc1ccc(NC(=O)OCC(C)C)cc1OC	0.7%	x
O=C(Nc1ccccc1Cl)N1CCN(c2ccc3nnc(-c4ccc(F)cc4)n3n2)CC1	x	17.0
CCN(CC)S(=O)(=O)c1ccc(C(=O)N2CCN=C2SC)cc1	1.1%	-8.0
CCN(CC)S(=O)(=O)c1ccc(C(=O)NNc2nc(-c3ccccc3)c3cc(Br)ccc3n2)cc1	7.2%	-2.5
CC(NC(=O)c1cccs1)c1ccc2c(c1)OCO2 (configuration not stated)	3.3%	8.4
COc1cc(C)cc(CN2CC=C(c3ccccc3)CC2)c1O	-3.0%	-0.1
Cc1csc(NC(=O)C2CCCN(S(=O)(=O)c3cnc[nH]3)C2)n1 (configuration not stated)	-1.3%	-1.9
COc1ccc(C/C(C)=N\NC(=O)c2c[nH]c3ccccc23)cc1OC	0.0%	u
CCOc1ccc(Cn2ccnc2)cc1[N+](=O)[O-]	-2.3%	13.1
CN(C)C(=O)Nc1ccccc1CC[N+](=O)[O-]	1.3%	9.5
C/C(=N\N=C(N)N)c1ccc(Cl)cc1	-8.9%	-3.0
Cc1ccc(-n2nc(C)c3cc(C(=O)O)sc32)cc1	-1.0%	-3.2
COc1cc(C(C)=O)ccc1OCC(O)CN(CCO)Cc1ccccc1 (configuration not stated)	1.4%	3.3
CC(=O)Oc1ccc(-c2cccc(C(=O)NCC(=O)O)c2)cc1	5.4%	-6.3
C=CCc1cc(/C=N/n2cnnc2)cc(OCC)c1O	1.1%	x
O=C(O)CC(C(=O)O)c1cn(Cc2ccccc2)c2ccccc12 (configuration not stated)	-0.5%	x
CC(=O)c1nc(N2C(=O)CC(Cc3cc(C)cc(C)c3)C2=O)sc1C (configuration not stated)	-0.5%	-14.7
O=C(CCNC(=O)Cn1ccc2ccccc2c1=O)NCc1ccc(F)cc1Cl	-8.6%	1.6
Cc1cc(C)n(Cc2cc(C(=O)O)c3ccccc3n2)n1	7.7%	4.5
O=C(COC(=O)c1ccc(S(=O)(=O)N2CCCC2)cc1)Nc1ccc(N2CCOCC2)cc1	-1.3%	9.6
Cc1ccc(F)cc1S(=O)(=O)NCc1ccc(N2CCN(C)CC2)cc1	-8.9%	x
CCCCC(=O)NNC(=O)c1c(O)c2ccccc2[nH]c1=O	2.9%	12.9
S=C(Nc1ccc(Cl)cc1)c1nc2ccccc2s1	0.4%	-9.0
CCOc1cc(C(=O)NC)cc(OCC)c1OCC	0.3%	x
O=C(CCC1CCCN(c2ncccn2)C1)NCc1ccccc1F (configuration not stated)	-4.3%	x
CC1CCc2cc(F)ccc2N1C(=O)c1cnc2sccn2c1=O (configuration not stated)	-7.2%	-3.4
CC(=O)c1cccc(S(=O)(=O)N2CCC(n3nnc4cc(F)ccc43)CC2)c1	0.5%	9.6
